# IDE cell activ: IDE (human) activation, cell-based. AID 493087. HEK cells, FAbeta-B cleavage, fluorescence polarization; 0% vehicle, 100% cell-free pure enzyme wells. activation, % at 5.96 µM. P14735. actives 0.073% (n = 340,000);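 active = activation above the mean of all tested compounds plus 3 SD, set per screening campaign, cut at about 17% in these data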
# Target sequence (P14735 whole entry, looked up): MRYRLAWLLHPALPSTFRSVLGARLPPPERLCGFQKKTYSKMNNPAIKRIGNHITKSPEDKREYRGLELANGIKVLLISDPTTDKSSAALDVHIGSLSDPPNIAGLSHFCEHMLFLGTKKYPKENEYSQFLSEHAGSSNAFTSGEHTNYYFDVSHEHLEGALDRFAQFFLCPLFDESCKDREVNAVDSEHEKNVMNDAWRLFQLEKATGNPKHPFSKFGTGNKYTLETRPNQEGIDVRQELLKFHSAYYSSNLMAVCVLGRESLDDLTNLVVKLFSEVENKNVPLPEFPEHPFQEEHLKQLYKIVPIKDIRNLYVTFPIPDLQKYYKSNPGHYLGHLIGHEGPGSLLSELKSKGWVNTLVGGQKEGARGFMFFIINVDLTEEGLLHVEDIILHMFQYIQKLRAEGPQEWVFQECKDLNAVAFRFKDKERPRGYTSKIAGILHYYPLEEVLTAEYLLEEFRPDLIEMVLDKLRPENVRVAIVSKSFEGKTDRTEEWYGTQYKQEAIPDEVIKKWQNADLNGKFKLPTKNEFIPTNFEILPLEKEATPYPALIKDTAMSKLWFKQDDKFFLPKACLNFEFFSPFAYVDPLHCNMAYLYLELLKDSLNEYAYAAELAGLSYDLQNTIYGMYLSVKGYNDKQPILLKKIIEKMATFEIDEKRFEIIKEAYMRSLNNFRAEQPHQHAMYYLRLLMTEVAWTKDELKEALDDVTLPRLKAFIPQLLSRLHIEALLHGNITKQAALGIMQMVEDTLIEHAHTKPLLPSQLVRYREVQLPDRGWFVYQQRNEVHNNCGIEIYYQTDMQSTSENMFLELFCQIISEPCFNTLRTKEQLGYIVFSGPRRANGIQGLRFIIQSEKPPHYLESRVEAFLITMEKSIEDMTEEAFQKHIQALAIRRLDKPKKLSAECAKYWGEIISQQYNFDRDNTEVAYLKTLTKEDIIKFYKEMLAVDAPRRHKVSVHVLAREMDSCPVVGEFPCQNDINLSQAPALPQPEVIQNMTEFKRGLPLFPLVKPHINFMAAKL
# DNA FID counter: displaces DNA intercalator in HCV helicase counter-screen. DNA fluorescent intercalator displacement, fluorescence. inhibition, % at 7.9 µM. actives 0.17% (n = 290,000); in the data active = inhibition above about 37%;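 note: 0% = vehicle and 100% = reference compound; higher means more ethidium bromide displaced from hairpin DNA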
# M18AAP inhibitor: PfM18AAP enzyme inhibition | inhibition, % at 7.35 µM | recombinant PfM18AAP, H-Glu-NHMec fluorogenic cleavage | actives 1.2% (n = 290,000);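 active = inhibition above the campaign mean inhibition over all tested compounds plus 3 SD, cut at about 28% in these data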;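 note: 0% = plate median of test compound wells and 100% = 2 mM ZnCl2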
# IMP-1 inh: blocks Pseudomonas aeruginosa IMP-1 metallo-beta-lactamase; purified IMP-1, nitrocefin hydrolysis, epi-absorbance fluorescence; inhibition, % at 5.6 µM; actives 0.45% (n = 290,000); AID 1556;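 active = inhibition above the mean plus 3 SD of all compounds in the same screening run, cut at about 4.5% in these data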;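 note: 0% = IMP-1 with DMSO and 100% = DMSO wells lacking enzyme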
#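 System: purified IMP-1 / Input: IMP-1 dispensed at 0.2 nM / Medium: 50 mM HEPES pH 7.1, 50 µM ZnSO4, 0.05% Brij 35 / Timing: 15 min enzyme–compound preincubation, then 25 min nitrocefin reaction, 25 °C / Technique: plate fluorescence quenching by hydrolysis product, ex 480/em 530 nm / Repeats: singlicate testing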
# pCIP destab: compounds decreasing mouse p/CIP protein stability; F442A p/CIP-EGFP cells, EGFP fluorescence, 16 h; decrease of EGFP signal, % at 10 µM; actives 0.01% (n = 290,000); AID 1984;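 active = EGFP signal decrease of at least 30% at 10 µM or well 3 SD below plate mean, unless failing retest; inactive = the rest, including hits failing retest or dose response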; note: some compounds called inactive have numbers as strong as hits; many of its hits are not listed in these tables
# VIM-2 inhibitor: blocks Pseudomonas aeruginosa VIM-2 metallo-beta-lactamase; inhibition, % at 5.6 µM; actives 0.89% (n = 290,000); purified VIM-2, nitrocefin hydrolysis, epi-absorbance fluorescence;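 active = inhibition above the mean of all tested compounds plus 3 SD, cutoff set per screening run, cut at about 7.5% in these data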;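 note: red hydrolysis product quenches plate fluorescence so inhibitors raise well fluorescence; 0% = enzyme with DMSO and 100% = DMSO without enzyme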
# IDE inh: cellular human IDE inhibition; inhibition, % at 5.59 µM; actives 0.41% (n = 320,000); P14735; HEK cells, FAbetaB cleavage, fluorescence polarization;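 active = percent inhibition above the average of all tested compounds plus 3 SD, set per screening campaign, cut at about 16% in these data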;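 note: IDE supplied by intact live HEK cells; FP after avidin binding of uncleaved biotin substrate so inhibition keeps polarization high; 0% = DMSO wells and 100% = 60 µM reference IDE inhibitor Ii1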
# NS3 helicase inh: inhibitors of Hepatitis C virus NS3 helicase; NS3 helicase DNA unwinding, Cy5 molecular beacon fluorescence; inhibition, % at 10.9 µM; actives 0.56% (n = 290,000); AID 1800;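 active = inhibition above the mean of all tested compounds plus 3 SD, set per campaign, cut at about 35% in these data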;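 note: 0% = DMSO wells and 100% = thioflavine S control wells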
#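 System: HCV NS3 helicase fragment; control set: DMSO and thioflavine S; technique: Cy5 fluorescence at 0 and 60 min, beacon hairpin quenching; reagent: beacon DNA duplex substrate plus ATP; replicates: singlicate; schedule: 1 h reaction at 25 °C, ATP-initiated; medium: MOPS buffer pH 6.5 with MgCl2, DTT, Tween20, BSA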
# UBC9 SUMO inh: blocks human SUMOylation mediated by UBC9. P63279. HTRF SUMOylation assay, SAE1/SAE2 + UBC9, in vitro. inhibition, % at 35 µM. actives 0.36% (n = 290,000). AID 2006; in the data active = inhibition above about 50%, passing the limit was not always enough; note: strong numbers were not always called active
# An asterisk follows results filed as active; / = not tested or not shown.
nr	SMILES	IDE cell activ	DNA FID counter	M18AAP inhibitor	IMP-1 inh	pCIP destab
1	CN1CCN(c2ccc(NC(=O)c3ccccc3)cc2)CC1	-2	-1	3	-1.5	7
2	COC(=O)C1=C(N)Oc2cc(C)n(CCCn3ccnc3)c(=O)c2C1c1cccc(Cl)c1 (stereo unspecified)	4	/	/	/	0
3	COc1ccc(N(C)S(=O)(=O)c2cccc(C(=O)NC3CCCCC3C)c2)cc1 (stereo unspecified)	-1	-37	1	-2.4	-12
4	O=C(NCc1ccccn1)C1CCN(S(=O)(=O)c2cnc[nH]2)CC1	5	-2	-2	-3.1	-8
5	CC(C)C(=O)NC(CC(=O)O)c1ccccc1 (stereo unspecified)	4	0	-2	-4.0	-2
6	CC(C)CCNC(=O)C1(O)c2ccccc2NC(=O)N1c1ccc(Cl)cc1 (stereo unspecified)	2	-11	3	0.6	-10
7	CC(C)Oc1ccc(C(CC(=O)O)NC(=O)C(Sc2ccccc2)c2ccccc2)cc1 (stereo unspecified)	/	-27	1	-2.3	0
8	COc1ccccc1-n1c(SCC(=O)Nc2ccc(NC(C)=O)cc2)nc2c([nH]c3ccccc32)c1=O	0	-13	4	0.7	9
9	CC(C)c1nc2cc(C(=O)N(C)Cc3ccc(F)cc3)ccc2o1	4	-43	-4	-1.6	7
10	Cc1ccc(NS(=O)(=O)c2ccc3c(c2)oc(=O)n3C)c(C)c1	8	-7	-3	0.7	-8
11	O=C(O)C1SCCN1S(=O)(=O)c1ccc(N=NN2CCOCC2)cc1 (stereo unspecified)	1	-12	5	-2.4	2
12	COc1ccc(/C=N/n2cncn2)cc1Cn1cc([N+](=O)[O-])cn1	/	-5	0	-2.0	-23

nr	VIM-2 inhibitor	IDE inh	NS3 helicase inh	UBC9 SUMO inh
1	5.6	0	6	-10
2	/	-1	/	4
3	-0.2	-7	-4	10
4	-2.3	0	-1	5
5	-1.9	5	-1	-5
6	3.0	-2	3	-11
7	-1.4	9	34	-3
8	-4.5	6	-4	3
9	-1.9	3	-12	0
10	1.7	/	2	7
11	-2.5	-3	2	-5
12	-0.4	-8	8	8

# Next section:
nr	SMILES	IDE cell activ	DNA FID counter	M18AAP inhibitor	IMP-1 inh	pCIP destab
13	O=C(CN(C(=O)CCC(=O)Nc1nccs1)c1ccc(F)cc1)NCc1ccc2c(c1)OCO2	0	-37	-2	-2.1	-1
14	COc1ccc(NC(=O)C2CCCN(S(=O)(=O)c3cccc4nonc34)C2)cc1OC (stereo unspecified)	3	-10	-5	-1.4	2
15	Cc1ccc(-n2nc3c(N4CCC(C(=O)N5CCCCCC5)CC4)nnc(C)c3c2C)cc1	0	-2	0	-0.7	-13
16	COc1cccc(CN2CCNC(=O)C2CC(=O)NCCOc2cccnc2)c1 (stereo unspecified)	-1	-8	-11	-0.8	-6
17	COc1cc(/C=C(\NC(=O)c2ccccc2)C(=O)NCCO)c([N+](=O)[O-])cc1OC	2	4	5	-1.8	0
18	CCN(CC)S(=O)(=O)c1ccc(OCC(=O)NC(=O)c2ccccc2OC)c([N+](=O)[O-])c1	-2	-25	0	-2.4	12
19	N#C/C(=C\c1cccc(NC(=O)c2ccccc2Cl)c1)C(=O)NCCc1ccccc1	1	1	6	-1.3	1
20	CCOC(=O)CSc1ccc2nnc(-c3ccccc3)n2n1	-7	-7	4	-2.7	-1
21	O=C(CSc1ncccn1)NC1CCS(=O)(=O)C1 (stereo unspecified)	2	-4	-1	-0.4	-4
22	COc1cc(C(=O)NC2CCCc3ccccc32)ccc1OCC(=O)Nc1ccc(F)cc1 (stereo unspecified)	-1	-12	-14	-0.9	3
23	COC(C(=O)Nc1ccc(F)cc1)c1ccccc1 (stereo unspecified)	5	-6	-1	0.3	-10
24	COc1cccc(C(=O)Nc2cccc(C(=O)NCC(C)C)c2)c1	-4	-15	1	-2.7	9

nr	VIM-2 inhibitor	IDE inh	NS3 helicase inh	UBC9 SUMO inh
13	1.1	0	-10	-8
14	-1.3	1	6	0
15	1.8	4	-35	/
16	-1.7	1	-4	14
17	-2.8	-2	3	3
18	-1.2	1	-2	-6
19	-3.5	-2	-10	-12
20	-1.3	2	7	7
21	-1.1	-2	15	4
22	1.3	3	4	-1
23	-0.1	6	1	26
24	-4.4	0	5	-7

# As entered above:
# cpd 5 in IDE inh reads 5
# cpd 13 in IDE inh reads 0
# cpd 20 in VIM-2 inhibitor reads -1.3
# cpd 16 in IMP-1 inh reads -0.8

# Next entries follow.
nr	SMILES	IDE cell activ	DNA FID counter	M18AAP inhibitor	IMP-1 inh	pCIP destab
25	CC(/C=C/c1ccc(N(C)C)cc1)=N/N=C1/NC(=O)CC(C(=O)Nc2ccc(Cl)cc2)S1 (stereo unspecified)	7	-3	6	-4.2	-1
26	COc1cc2c(cc1OC)CN(C1CCC(C)CC1)CC2 (stereo unspecified)	2	3	-2	-3.0	-9
27	CC(=O)Nc1ccccc1C(=O)C(=O)Nc1cccc(Br)c1	4	2	-2	-3.3	-14
28	CC(C)CC(=O)Nc1ccc2c3c(cccc13)CC2	2	-9	-6	-0.9	-1
29	Cc1ccc(C(C)C)c(OCC(=O)Nc2ccc(N3CCN(S(C)(=O)=O)CC3)cc2)c1	1	0	-7	-2.0	-8
30	COc1ccccc1N1CCN(C(=O)c2cn(C)c3ccc(S(=O)(=O)N4CCOCC4)cc3c2=O)CC1	1	-40	4	-2.7	6
31	CCOC(=O)C(NC(=O)c1ccc(F)cc1)(Nc1nnc(C)s1)C(F)(F)F (stereo unspecified)	6	-8	-4	-3.5	0
32	Cn1nc(-c2ccccc2)c(CSc2ccccc2)c1Cl	5	-9	3	-2.5	2
33	Cc1ccc(NC(=O)CCNS(=O)(=O)c2ccc3c(c2)CCC(=O)N3)cc1C	1	-7	7	-0.6	17
34	O=C(CSc1n[nH]c(-c2ccncc2)n1)Nc1ccc(Cl)cc1	-3	1	-3	-3.0	12
35	COc1ccc(C(=O)CSc2nnc(CCc3ccccc3)n2-c2ccccc2)cc1	-9	-34	-2	-3.5	0
36	Cc1ccc2cc(C#N)c(NCCNC(=S)NCCCN(C)C)nc2c1C	6	23	-7	-3.2	8

nr	VIM-2 inhibitor	IDE inh	NS3 helicase inh	UBC9 SUMO inh
25	-7.2	6	0	0
26	-3.6	3	10	8
27	-4.7	-4	-1	-22
28	-0.7	-1	-2	10
29	0.3	4	0	11
30	-1.7	4	12	-9
31	-1.3	0	11	-8
32	-0.6	0	-1	7
33	-5.9	2	-5	0
34	-1.4	8	1	-8
35	-4.9	2	-6	-2
36	6.8	1	-27	11

# Compound profiles, from the list above.
# Shown for Cc1ccc2cc(C#N)c(NCCNC(=S)NCCCN(C)C)nc2c1C → IDE cell activ = 6; DNA FID counter = 23; M18AAP inhibitor = -7; IMP-1 inh = -3.2; pCIP destab = 8; VIM-2 inhibitor = 6.8; IDE inh = 1; NS3 helicase inh = -27; UBC9 SUMO inh = 11
# Shown for COc1ccccc1N1CCN(C(=O)c2cn(C)c3ccc(S(=O)(=O)N4CCOCC4)cc3c2=O)CC1 → IDE cell activ = 1; DNA FID counter = -40; M18AAP inhibitor = 4; IMP-1 inh = -2.7; pCIP destab = 6; VIM-2 inhibitor = -1.7; IDE inh = 4; NS3 helicase inh = 12; UBC9 SUMO inh = -9

# Going on with the list.
nr	SMILES	IDE cell activ	DNA FID counter	M18AAP inhibitor	IMP-1 inh	pCIP destab
37	CC(C)OCC(O)CN1CCNCC1 (stereo unspecified)	7	0	-5	-2.3	2
38	Cc1ccc(SCC(=O)NC2CC2)cc1	2	-4	2	-1.0	-4
39	COc1cccc(CNC(=O)CCC2CCCN(C(=O)c3ccc(C)nc3)C2)c1 (stereo unspecified)	0	-13	-4	-2.9	-17
40	CCC(=O)Nc1ccc(Br)c(Cl)c1	0	1	2	0.1	-14
41	O=C(CCn1c(=S)oc2ccccc21)N1CCN(c2ccc(F)cc2)CC1	6	-4	1	-0.8	-2
42	CCCCN(CC)C(=O)Cc1cn(C)c2ccccc12	-1	-23	0	-2.0	-16
43	OCCNCCSc1ccc(Cl)cc1	-2	10	-9	-2.8	1
44	Cc1cccc(N/C=C(\[N+](=O)[O-])S(=O)(=O)c2ccccc2)c1C	-2	-3	-6	-1.0	-2
45	COc1ccc2nc(/C(C#N)=C\c3ccc(Oc4ccc([N+](=O)[O-])cn4)cc3)[nH]c2c1	-5	-1	-1	-3.7	-9
46	O=C(O)C1CCCN(S(=O)(=O)c2ccc3c(c2)OCCO3)C1 (stereo unspecified)	1	10	-3	-3.0	-1
47	O=C1S/C(=C\c2ccc(Cl)cc2)C(=O)N1CCn1cnnn1	1	-5	8	-2.3	9
48	CCN(C(=O)COC(=O)c1[nH]c(C)c(C(C)=O)c1C)C1CCS(=O)(=O)C1 (stereo unspecified)	3	-3	0	-1.2	-8

nr	VIM-2 inhibitor	IDE inh	NS3 helicase inh	UBC9 SUMO inh
37	-2.4	7	6	21
38	-1.7	-3	7	-1
39	-3.2	0	-7	12
40	-2.4	0	4	13
41	-2.4	2	-4	6
42	-5.4	0	4	6
43	-3.6	6	-4	8
44	-1.1	3	20	3
45	-5.6	5	2	20
46	-2.4	-1	-16	22
47	0.0	0	-13	1
48	-3.1	-4	-2	16

# 3 entries from above in a different format.
39) COc1cccc(CNC(=O)CCC2CCCN(C(=O)c3ccc(C)nc3)C2)c1 (stereo unspecified)
46) O=C(O)C1CCCN(S(=O)(=O)c2ccc3c(c2)OCCO3)C1 (stereo unspecified)
37) CC(C)OCC(O)CN1CCNCC1 (stereo unspecified)

screen / no.,39,46,37
IDE cell activ,0,1,7
DNA FID counter,-13,10,0
M18AAP inhibitor,-4,-3,-5
IMP-1 inh,-2.9,-3.0,-2.3
pCIP destab,-17,-1,2
VIM-2 inhibitor,-3.2,-2.4,-2.4
IDE inh,0,-1,7
NS3 helicase inh,-7,-16,6
UBC9 SUMO inh,12,22,21

# Other structures follow.
nr	SMILES	IDE cell activ	DNA FID counter	M18AAP inhibitor	IMP-1 inh	pCIP destab
49	CC(=O)[C@@]1(O)CC[C@H]2[C@@H]3CCC4=CC(=O)CC[C@]4(C)[C@H]3CC[C@@]21C	3	-29	-1	-3.1	10
50	COC(=O)c1ccc(NC(=O)CCn2c(=O)oc3ccccc32)cc1	4	-11	0	-1.5	8
51	Cc1cccc(C)c1NC(=O)c1cc(S(=O)(=O)N2CCOCC2)ccc1F	0	0	2	-0.3	0
52	CCn1c(SCC(=O)Nc2ccc(C)cc2)nnc1-c1ccc(O)cc1	-4	-21	-8	0.4	-3

nr	VIM-2 inhibitor	IDE inh	NS3 helicase inh	UBC9 SUMO inh
49	0.6	5	0	-24
50	1.4	-4	4	-19
51	-3.9	8	1	0
52	-2.9	2	-9	-2

# Compound activity: PubChem BioAssay, several laboratories
